# Screening data from PubChem.
# PrPC TRFRET = cell surface PrPC inhibition, primary TR-FRET screen. 0.43% of 370,000 active. AID 720596. inhibition, % at 13.8 µM. TR-FRET read-out. P04156; in the data active means inhibition above about 24%; further: 0% = median of the test wells and 100% = reference compound wells
# BoNT-A LC inh2 = BoNT A light chain protease inhibition | multiplex microsphere protease substrate cleavage, flow cytometry | inhibition, % at 10 µM | 0.17% of 360,000 active | AID 588499; further: plate controls were buffer without enzyme for full effect and enzyme alone for no effect
# Yp Topo-I inh = blocks Yersinia pestis topoisomerase I activity. activity, % at 10 µM. 0.064% of 360,000 active. Y. pestis Topo-I cleavage product accumulation, plate reader; in the data active means activity above about 50%, passing the limit was not always enough; inconclusive means no clear call, values can overlap the other calls; further: inactives centre near 2
# SSB-PriA inh = K. pneumoniae PriA-SSBct interaction inhibition. inhibition, % at 33 µM. 0.6% of 430,000 active. AlphaScreen SSBct-PriA binding, biotinylated peptide; in the data active means inhibition mostly above about 37%, no sharp cut-off; inactive means mostly below about 20%;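 further: plate controls were negative control peptide for no effect and reference peptide for full effect; strong numbers were not always called active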
# Vc quorum ag = inducers of Vibrio cholerae quorum light production without autoinducers; activation, % at 18.7 µM; 0.16% of 350,000 active; V. cholerae BH1578 lux reporter, luminescence, 6 h; AID 588436; in the data active means activation mostly above about 9.7%, no sharp cut-off; inconclusive means no clear call, values can overlap the other calls; inactive means mostly below about 3.7%; further: not every result past the cut was called active; inactives centre near 0; reference of the scale not given here
# TcdB GH inh = blocks C. difficile toxin B glycohydrolase activity; P18177; inhibition, % at 9.99 µM; AID 652162; 0.24% of 350,000 active; TcdB glycohydrolase enzymatic assay, plate reader; in the data active means inhibition above about 10%
# Anthrax LF inh2 = blocks Bacillus anthracis lethal factor protease; 0.12% of 360,000 active; AID 588501; P15917; multiplex microsphere protease cleavage assay, LF; inhibition, % at 10 µM; further: plate controls were buffer without enzyme for full effect and enzyme alone for no effect
# 3CLpro inhibitor = SARS-CoV 3CLpro protease inhibition | inhibition, % at 6 µM | recombinant SARS-CoV 3CLpro, quenched FRET peptide cleavage | P0C6X7 | 0.14% of 290,000 active; in the data active means inhibition above about 12%
# PfHsp40 rescue = restores yeast growth despite PfHsp40 toxicity; growth rescue, % at 12.5 µM; AID 504582; S. cerevisiae expressing PfHsp40, growth rescue, ATP luminescence; 0.68% of 340,000 active; in the data active means growth rescue above about 28%, passing the limit was not always enough; inconclusive means no clear call, values can overlap the other calls;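 further: yeast W303a lacking pdr1 and pdr3 grown in galactose medium; growth measured after three days at 30 °C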
# Active calls of the source: *; i = inactive; ? = inconclusive; . = not tested or not shown; & = joins results of further samples. Unless noted, no stated cut-off is given here; in the data, active means inhibition above about 30%; inconclusive means no clear call, values can overlap the other calls; inactive means below that. An excerpt (hit frequency here may not be typical).
SMILES,PrPC TRFRET,BoNT-A LC inh2,Yp Topo-I inh,SSB-PriA inh,Vc quorum ag,TcdB GH inh,Anthrax LF inh2,3CLpro inhibitor,PfHsp40 rescue
Cc1ccc(S(=O)(=O)c2nc(-c3ccccc3)oc2N2CCCC2)cc1,3,-0.1,2,6,1.9,2.8,-8,.,-1.0
CCNS(=O)(=O)c1ccc2c3c(cccc13)C(=O)N2,-13,-0.5,1,-10,-0.3,.,12,-3,0.7
Cc1nn(-c2ccccc2)c2c1cc1c(=O)n(C)c(=O)nc-1n2-c1ccccc1F,-2,.,-5,-7,-0.4,0.1,.,-3,.
Cn1c(=O)c2c(ncn2CCCC(=N)N2CCOCC2)n(C)c1=O,10,-1.1,5,4,2.4,1.5,-3,3,-1.2
COc1ccc2c3c([nH]c2c1)C(C)NCC3 (stereo not given),-10,22,-9,38,-0.5,0.0,-67,2,1.4
CC1CCCC(NC(=O)COC(=O)[C@@H](NC(=O)c2ccccc2Cl)C(C)C)C1C (stereo not given in full),5,1.8,21,-4,i,2.2,-7,.,3.0
COc1ccc(CCCNC(=O)C2(C)Cc3c(-c4ccc(C(N)=O)cc4)ccnc3O2)cc1 (stereo not given),-5,0.4,-2,.,0.3,1.5,3,.,.
COc1ccccc1-c1nnc(SC2CCc3ccccc3NC2=O)s1 (stereo not given),-11,?,21,7,i,.,2,4,-0.2
Cn1nnc2cc(C(=O)N3CCCCCC3)ccc21,4,0.4,9,-22,i,.,1,0,1.3
O=C(Nc1ccccc1)Nc1nnc(-c2ccccc2)s1,-3,3.4,3,13,-0.8,1.9,-2,2,0.4
COc1ccc(S(=O)(=O)N(c2onc(C)c2Cl)S(=O)(=O)c2ccc(OC)c(OC)c2)cc1OC,0,1.4,-8,8,3.5,.,2,0,-0.5
CN(C1CCCCC1)C(CNS(=O)(=O)c1ccc(Cl)cc1)c1ccccc1 (stereo not given),3,-0.8,-1,-9,i,-8.0,-3,-7,-0.1
Cc1ccc(S(=O)(=O)N2CC(=O)Nc3ccccc32)c(C)c1NS(C)(=O)=O,2,-4.1,3,14,-15,0.6,-4,-3,0.1
CC(=O)c1ccc(NC(=O)Cc2cccs2)cc1,-4,1.4,-7,-13,-0.2,1.9,3,-3,-1.6
Cc1ccc(N(CC(=O)NC2CC2)S(=O)(=O)c2ccccc2)c(C)c1,-14,0.6,-5,-4,-1.7,-0.8,1,-2,3.6
CCOc1ccc(NC(=O)c2c(NC(=O)CN3CCCC3)sc3c2CCC3)cc1,1,-1.9,0,21,i,0.6,-1,0,1.4
COc1ccc2oc(C(=O)OC(C)C(=O)N(C)c3ccccc3)c(C)c2c1 (stereo not given),0,-5.3,3,-3,-1.0,0.4,?,.,-1.2
CC(CN1CCCCC1)OC(=O)c1ccc(Cl)cc1 (stereo not given),4,-0.6,-1,-6,i,.,-4,2,-0.8
CN1CCN(c2nc3c(c(=O)n(C)c(=O)n3C)n2CC(=O)C23CC4CC(CC(C4)C2)C3)CC1,.,0.1,4,-7,-0.2,0.8,2,6,2.3
O=C(NC(NC(=S)Nc1ccc(Cl)cc1Cl)C(Cl)(Cl)Cl)c1cccc([N+](=O)[O-])c1 (stereo not given),12,0.0,-13,28,i,.,-2,7,5.7
FC(F)(F)c1ccccc1-n1c(CN2CCCCC2)n[nH]c1=S,2,-0.9,-1,1,i,1.3,7,-2,-0.8
CC1=CC(=NNS(=O)(=O)c2ccc([N+](=O)[O-])cc2)CC(C)(C)C1,-15,0.3,-3,0,-2.9,1.7,0,.,0.6
CNc1nc(NCCOC23CC4CC(CC(C4)C2)C3)nc(OCC(F)(F)F)n1,0,0.5,24,-9,-12,.,-7,1,-0.3
COc1ccccc1C(C)NC(=O)Cc1ccsc1 (stereo not given),-1,-1.4,5,-6,i,3.1,-1,1,0.2
c1ccc(C2COC(c3cccs3)=N2)cc1 (stereo not given),-1,-0.3,12,-15,i,.,-4,-4,0.7
CCN(C(=O)CSc1nnc(-c2ccccc2F)n1N)c1c(N)n(Cc2ccccc2)c(=O)[nH]c1=O,4,-0.7,-8,8,i,-0.2,-12,.,-0.5
COc1cc(C(=O)NCc2nnc(SCC(=O)c3ccccc3)o2)cc(OC)c1OC,1,-3.1,3,4,-0.2,1.1,-1,-6,0.0
CCOCCCNC(=O)c1ccc(Br)cc1,2,0.3,2,-7,i,.,-3,-1,-0.2
COc1ccc(NS(=O)(=O)c2cc(NC(=O)c3ccccc3F)ccc2N2CCCC2)cc1,8,-0.6,-5,1,-2.3,-0.1,-7,2,1.6
O=C(c1cc([N+](=O)[O-])ccc1N1CCN(S(=O)(=O)c2ccc(Cl)c(Cl)c2)CC1)N1CCOCC1,0,0.4,11,1,-3.8,.,2,0,-0.2
O=C(CN1CCN(c2cccc(Cl)c2)CC1)Nc1ccc(S(=O)(=O)N2CCOCC2)cc1,10,-1.3,29,13,-0.3,0.0,-1,-4,0.7
O=C1N[C@@H](Cc2c[nH]c3ccccc23)COC(=O)[C@H](Cc2ccc(F)cc2)C/C=C\C[C@H]1CC(=O)N(CCO)Cc1ccccc1,-2,-0.2,19,-10,i,1.1,4,.,0.5
Cc1cccc(C(=O)NC(C(=O)Nc2ccc(S(=O)(=O)Nc3nccs3)cc2)C(C)C)c1 (stereo not given),-1,-0.3,10,2,-0.7,0.3,-12,.,-0.4
Cc1ccc(N(C(=O)CCC(=O)Nc2cc(C)on2)C(C(=O)NC2CCCC2)c2ccccc2)cc1 (stereo not given),6,-0.2,32,8,i,2.0,-1,4,2.1
CCOC(=O)C1CCN(c2ncnc3c2oc2ccccc23)CC1,12,1.6,27,-7,-0.5,.,0,-2,-0.8
CCOC(=O)c1cc2cc3ccccc3cc2oc1=O,1,-0.1,3,-5,-0.2,2.9,24,4,0.2
COc1cccc(NC(=O)Cn2cnc3sc(C)c(S(=O)(=O)N4CCCCC4)c3c2=O)c1,-2,0.2,6,-7,-1.5,.,-4,3,0.6
COc1cc(NC(=O)CN2C(=O)COc3ccc(S(=O)(=O)N4CCOCC4)cc32)cc(OC)c1,9,1.5,-9,-10,-0.1,1.3,1,-1,-0.1
CC(=C/c1ccc(C(C)C)cc1)/C=N/NC(=O)CSc1ccccn1,7,-0.5,61*,.,-0.2,0.4,-1,4,13
C=C1C(=O)C23CCC4C(C)(C(=O)OC)CCCC4(C)C2CCC1(O)C3 (stereo not given),86*,-0.3,13,-4,i,0.2,5,.,242*
Cc1ccnc(NC(=O)CCC(=O)N(CC(=O)NC(C)(C)C)C2CCCC2)c1,7,-0.5,1,1,-0.4,.,-1,-3,1.2
CCc1nc2ccc(C(=O)NCCCn3ccnc3)cn2c1N(C)CCCc1ccccc1,0,-0.8,15,.,i,2.5,-11,.,.
COc1ccc(OC)c(CC(NC(C)=O)C(=O)NC2CCN(c3nnnn3-c3ccccc3)CC2)c1 (stereo not given),6,.,.,-6,.,0.5,.,3,.
CCOC(=O)N1CCN(C(=O)CSc2nc(CC)nc3c2c(=O)n(C)c(=O)n3C)CC1,-1,-0.6,1,-4,-0.7,0.3,8,5,-0.3
O=C(NCc1ccco1)c1cc2cc3ccc(Cl)cc3nc2o1,2,0.5,-2,-8,-2.0,.,-2,-3,0.1

# Quoted from the listing.
# SSB-PriA inh result of `COc1cccc(NC(=O)Cn2cnc3sc(C)c(S(=O)(=O)N4CCCCC4)c3c2=O)c1` is entered as -7
# Yp Topo-I inh result of `CCc1nc2ccc(C(=O)NCCCn3ccnc3)cn2c1N(C)CCCc1ccccc1` is entered as 15

# Following part
SMILES,PrPC TRFRET,BoNT-A LC inh2,Yp Topo-I inh,SSB-PriA inh,Vc quorum ag,TcdB GH inh,Anthrax LF inh2,3CLpro inhibitor,PfHsp40 rescue
c1ccc2c(c1)[nH]c1c(N3CCOCC3)ncnc12,9,-0.9,7,0,-0.3,1.9,2,0,-1.3
CC1CC(C)CN(C(=O)COC(=O)CCC(=O)c2cccs2)C1 (stereo not given),-4,0.0,5,-2,i,2.5,-8,.,1.7
CN(C)S(=O)(=O)c1ccc(N2CCCC2)c(C(=O)Nc2nc(-c3ccc(F)cc3)cs2)c1,-6,0.0,13,13,i,-0.4,0,-5,0.8
CCCCOc1ccc(C(=O)N(Cc2ccccc2)C2CCS(=O)(=O)C2)cc1 (stereo not given),1,0.6,18,-12,.,1.8,4,1,1.2
Cc1ccc2c(c1)nnn2C1CCN(S(=O)(=O)c2ccc(C(=O)N(C)C)cc2)CC1,7,1.1,3,-4,-1.6,.,-5,5,1.8
Cc1ccc(-c2cc(C(=O)Nc3cccnc3)c3ccccc3n2)s1,-16,2.3,2,-2,-0.1,0.3,3,2,0.1
Cc1ccc(C(C(=O)NC2CCCCC2)N(C(=O)Cc2c[nH]c3ccccc23)c2ccccc2)o1 (stereo not given),1,?,-13,-4,i,.,-2,-1,-1.2
O=C(C[C@H]1C[C@@H]2c3cc(NS(=O)(=O)c4ccccc4)ccc3O[C@@H]2[C@H](CO)O1)NC1CCCC1,4,-0.4,-1,.,-1.1,0.0&-0.5,-7,.,.
CCC(C(=O)O)N1C(=O)/C(=C/C(C)=C/c2ccccc2)SC1=S (stereo not given),14,-1.1,3,-8,i,0.8,-1,3,2.9
CCOC(=O)N/N=C(\CCC(=O)O)c1cccs1,-2,0.3,2,.,2.1,-0.1,0,-2,-0.7
CCOC(=O)CNC(=S)N(Cc1ccccc1F)C1CCCCC1,2,-0.6,12,-8,-0.3,1.7,2,1,-0.6
CCN(CC)c1ccc(C2CC(=O)NC3=C2C(=O)CC(C)(C)C3)cc1 (stereo not given),5,1.2,-11,-3,i,.,1,-8,0.0
CCN(CC)CCN1C(=O)c2ccccc2NC1c1ccc(N(C)C)cc1 (stereo not given),-5,0.8,-6,3,-7.1,.,1,-1,0.2
Cc1noc(C)c1NC(=O)N(C)C[C@H]1Oc2ccc(NC(=O)Cn3cnnn3)cc2C(=O)N([C@H](C)CO)C[C@@H]1C,-1,-0.6,-1,-10,i,-0.5&1.5,-4,.,-0.6
CCOC(=O)[C@]12CCC=C1N(Cc1ccccc1)C(=O)[C@H](CC(=O)NCC1CCCCC1)C2,-6,-0.6,.,.,.,1.6,-10,.,.
Cc1cc(OC(C)C)nc(-c2ccccc2O)n1,1,1.6,-7,-12,-0.3,.,7,5,-1.2
COCCCNC(=O)c1cc2c(-c3ccc(Cl)cc3)nn(C)c2s1,-8,-0.5,0,-4,-0.2,0.6,-4,-9,0.2
Cc1nc(C)c(C(=O)O)c(-c2cccs2)c1C(=O)O,2,-3.5,4,-2,i,0.0,5,-6,0.7
COc1cc(/C=C2/C(=O)ON=C2C)cc(Cl)c1O,-2,-1.7,0,-9,i,0.3,-1,1,-0.6
O=C1CN(c2nnnn2-c2ccccc2)CCN1,0,0.4,0,-9,i,.,-7,4,0.3
N#CC(c1cccc(C(F)(F)F)c1)(c1ncc(C(F)(F)F)cc1Cl)N1CCOCC1 (stereo not given),4,-0.4,12,-21,-0.2,1.3,-6,-1,-1.2
COc1cc2ccnc(C=O)c2cc1OC,.,0.4,-3,.,0.7,.,-6,.,.
COc1ccc(NC(=O)CSc2nnc(Cc3ccccc3)c(=O)n2N)cc1OC,5,-2.6,1,-5,-1.4,-1.4,0,.,0.1

# Entries from the list above that contain a COOH group (three):
SMILES,PrPC TRFRET,BoNT-A LC inh2,Yp Topo-I inh,SSB-PriA inh,Vc quorum ag,TcdB GH inh,Anthrax LF inh2,3CLpro inhibitor,PfHsp40 rescue
CCC(C(=O)O)N1C(=O)/C(=C/C(C)=C/c2ccccc2)SC1=S (stereo not given),14,-1.1,3,-8,i,0.8,-1,3,2.9
CCOC(=O)N/N=C(\CCC(=O)O)c1cccs1,-2,0.3,2,.,2.1,-0.1,0,-2,-0.7
Cc1nc(C)c(C(=O)O)c(-c2cccs2)c1C(=O)O,2,-3.5,4,-2,i,0.0,5,-6,0.7
